Tb PFK inh – blocks T. brucei phosphofructokinase. O15648. T. brucei PFK, ADP-Glo luminescence. Potency, µM (doses to about 57.5 µM), without a hit: at the top dose activity, negative = inhibition, most hits filed as inhibitors. 330,000 compounds, 0.17% hits. AID 485367;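 further: potency means the concentration at half of the fitted maximal effect; 0% = uninhibited 1x PFK enzyme wells and -100% = no-enzyme wells; nearly all actives have a fitted effect of over 60% in size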
Target sequence (O15648 whole entry, looked up): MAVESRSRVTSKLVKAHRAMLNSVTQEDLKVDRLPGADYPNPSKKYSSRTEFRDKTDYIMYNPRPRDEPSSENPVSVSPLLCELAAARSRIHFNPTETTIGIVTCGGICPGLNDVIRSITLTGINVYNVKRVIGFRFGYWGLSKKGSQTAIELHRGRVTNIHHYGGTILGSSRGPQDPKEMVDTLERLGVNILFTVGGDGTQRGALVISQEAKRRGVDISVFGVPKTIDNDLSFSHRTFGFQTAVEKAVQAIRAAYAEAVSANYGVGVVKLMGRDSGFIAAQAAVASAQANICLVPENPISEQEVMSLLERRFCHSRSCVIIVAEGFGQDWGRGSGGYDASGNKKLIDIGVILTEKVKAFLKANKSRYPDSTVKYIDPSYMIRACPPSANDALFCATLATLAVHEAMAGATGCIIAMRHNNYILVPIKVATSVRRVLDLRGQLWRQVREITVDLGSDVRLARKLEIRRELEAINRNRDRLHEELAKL
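Compounds were pin-transferred as a titration series up to 57 uM into substrate buffer (0.5 mM F6P, 0.1 mM ATP, pH 8.0), then 1.25 nM PFK was added and reactions ran 45 min before ADP-Glo detection.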
Gal4-VP16 FLuc – inhibits Gal4-VP16 luciferase reporter, ROR gamma counter-screen; Potency, µM (highest dose often 53.6 µM), without a hit: top-dose activity, negative = inhibition, most hits filed as inhibitors; AID 2546; Drosophila S2 Gal4-VP16 UAS-luciferase, luminescence, 20 h; 310,000 compounds, 3.5% hits;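 further: Gal4-VP16 expression switched on by copper sulfate through the metallothionein promoter; potency means the concentration at half of the fitted maximal effect; on the % scale 0 is the no-effect control and ±100 the full control effect; nearly all actives have a fitted effect of over 50% in size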
Rab9 promoter act – Rab9 promoter activation | Potency, µM (doses to about 9.22 µM), for inactives: at the top dose activation, negative = inhibition, actives largely listed as activators | Huh7 Rab9 promoter-luciferase reporter, luminescence, 24 h | 320,000 compounds, 2.8% hits; further: potency means the concentration at half of the fitted maximal effect; % of control where 0% means no effect; nearly all actives have a fitted effect of over 60% in size
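Luciferase signal after 10 min detection reagent at ambient indicates Rab9 promoter upregulation; stably transfected Huh7 cells were treated 24 h with compound in DMSO at 37 °C, 5% CO2.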
Giardia kill – Giardia lamblia killing | Giardia lamblia trophozoite viability | activity change, % at 7.66 µM, hits read low | 340,000 compounds, 0.15% hits; in the data active means activity change below about -80%; inconclusive means between about -30% and that limit;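 further: parasites exposed to compound for two days anaerobically before the ATP read; on the % scale 0 is the no-effect control and ±100 the full control effect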
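Trophozoite viability was measured as ATP-dependent luminescence, read 15-30 min after reagent addition. Before that, parasites at 100 cells/well were exposed to compounds for 48 h, anaerobically, at 37 deg C.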
NPC1 promoter act – activates the NPC1 promoter | 320,000 compounds, 2.4% hits | Huh7 NPC1 promoter luciferase reporter, 24 h | Potency, µM (doses to about 9.22 µM), inactives show top-dose activation, most hits filed as activators;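 further: potency means the concentration at half of the fitted maximal effect; % of control where 0% means no effect; nearly all actives have a fitted effect of over 60% in size; reporter is driven by a mutant NPC1 promoter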
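In 1536-well qHTS, Huh7 cells harboring an NPC1 promoter–luciferase construct received compound for 24 h; activation was quantified by luminescence following luciferase reagent addition.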
ELG1 genotoxic – inducers of genotoxicity in HEK293T ELG1-luciferase cells; HEK293T ELG1-luciferase reporter, luminescence, 16 h; Potency, µM (doses to about 46 µM), without a hit: at the highest dose activity change, positive = activation, actives largely listed as activators; 330,000 compounds, 1.3% hits; further: potency means the concentration at half of the fitted maximal effect; % of control where 0% means no effect; nearly all actives have a fitted effect of over 60% in size
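Cells (2,000/well) expressing the ELG1-luciferase fusion are dosed by pin tool and kept 16 hr at 37 °C, 5% CO2. Signal comes from ONE-Glo luciferase reagent after 30 min at room temperature.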
uPA generation – cell surface uPA generation inhibition; 330,000 compounds, 0.31% hits; cell surface uPA generation assay, qHTS; Potency, µM (highest dose often 38.3 µM), inactives show at the top dose activity change, negative = inhibition, actives largely listed as inhibitors; active means well fitted inhibition curve with a large enough effect; inconclusive means small, poorly fitted or top-dose-only effect; inactive means no such curve, though single readings can be large or run the other way; tested in mouse RAW 264.7 cells; further: potency means the concentration at half of the fitted maximal effect; on the % scale 0 is the no-effect control and ±100 the full control effect; nearly all actives have a fitted effect of over 55% in size
Coupling enz – counter-screen for Giardia aldolase inhibitors: coupling enzyme system. 290,000 compounds, 0.67% hits. activity change, negative = inhibition, % at 58.2 µM, hits read low. coupling enzyme system counterscreen, AmpLite Red fluorescence. AID 2472; in the data active means activity change below about -30%; further: on the % scale 0 is the no-effect control and ±100 the full control effect
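Counterscreen lacking aldolase: glyceraldehyde-3-phosphate coupling-enzyme reagent preincubated 10 min at RT with compound (at 57.5 uM final), then substrate/coupling system with AmpLite Red added; fluorescence read at 525/598 nm after 20 min RT.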
RORgamma inh – blocks mouse ROR gamma transcriptional activity; P51450; Drosophila S2 Gal4-RORgamma UAS-luciferase reporter, 20 h; Potency, µM (titrated, usually from 53.6 µM), inactives show at the top dose activity change, negative = inhibition, actives largely listed as inhibitors; 310,000 compounds, 5.4% hits; further: potency means the concentration at half of the fitted maximal effect; on the % scale 0 is the no-effect control and ±100 the full control effect; nearly all actives have a fitted effect of over 60% in size
Target sequence (P51450 whole entry, looked up, the tested form may be a part): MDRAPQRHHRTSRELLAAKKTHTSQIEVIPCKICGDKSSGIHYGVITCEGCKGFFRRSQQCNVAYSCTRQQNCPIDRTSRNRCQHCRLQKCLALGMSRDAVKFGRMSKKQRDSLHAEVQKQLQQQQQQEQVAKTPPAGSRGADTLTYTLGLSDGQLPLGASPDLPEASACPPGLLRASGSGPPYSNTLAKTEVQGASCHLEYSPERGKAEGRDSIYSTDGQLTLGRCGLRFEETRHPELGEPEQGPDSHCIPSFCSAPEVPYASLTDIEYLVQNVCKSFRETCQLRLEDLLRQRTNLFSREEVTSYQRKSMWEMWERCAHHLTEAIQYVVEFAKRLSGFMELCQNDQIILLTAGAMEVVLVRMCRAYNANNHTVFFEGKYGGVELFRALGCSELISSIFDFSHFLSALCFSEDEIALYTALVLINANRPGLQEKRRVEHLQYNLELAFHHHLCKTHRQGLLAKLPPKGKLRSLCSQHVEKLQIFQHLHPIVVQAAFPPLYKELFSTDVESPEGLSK
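Drosophila Schneider cells stably carrying a metallothionein-driven Gal4 DBD–ROR gamma fusion and a UAS-Photinus luciferase reporter were exposed to compound for 1 hr, then induced with copper sulfate (700 uM final) for 20 hr at ambient temperature before luminescence reading.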
KCNH2 3.1 block – blocks the human KCNH2 3.1 channel isoform | U2OS KCNH2 3.1, thallium flux FluxOr; hits give low values | activity change, % (tested at about 1.8 µM) | 340,000 compounds, 0.95% hits;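 active means maximum activity change below -70%; inconclusive means maximum activity change from -70% to -50%; inactive means maximum activity change above -50%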;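 further: thallium influx rate constant from kinetic fluorescence after stimulation buffer; on the % scale 0 is the no-effect control and ±100 the full control effect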
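Thallium flux read-out: FluxOr dye with Red40 quencher in HBSS/HEPES, 45 min at RT. Rate constants from kinetic reads were normalized to positive and negative DMSO controls. Cells: U2OS virally expressing the 3.1 isoform.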
FLuc modulator – inhibits or activates purified firefly luciferase, miR-21 counter-screen; P08659; 360,000 compounds, 6.9% hits; purified FLuc, Km substrates, luminescence inhibition; Potency, µM (titrated, usually from 57.5 µM), inactives show at the top dose activity change, negative = inhibition, usual class: inhibitors;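 further: potency means the concentration at half of the fitted maximal effect; plate controls were vehicle for no effect and reference inhibitor for full effect; nearly all actives have a fitted effect of over 55% in size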
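Biochemical qHTS of compounds, final roughly 60 µM downward over six points, against 10 nM purified firefly luciferase using Km concentrations of substrates (10 uM D-luciferin, 10 uM ATP) in Tris acetate pH 7.5 buffer; luminescence output.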
The depositor's hits bear a star; [ ] = dose if it differs, or a comment. Unless noted, the call rests on the fitted dose curve; in most records, active means well fitted curve in the direction sought with a large enough effect; inconclusive means small, poorly fitted or top-dose-only effect, or another doubt; inactive means no such curve, though single readings can be large; an effect the other way counts as inactive or inconclusive. Rows are unselected, and some 14% of all compounds hit somewhere here.

Results for C/C(=N\NC(=O)c1cccc(S(=O)(=O)N2CCCC2)c1)c1ccccc1F ?
Tb PFK inh: -2.6%; Rab9 promoter act: 19.7%; Giardia kill: 2.3; NPC1 promoter act: inconclusive; ELG1 genotoxic: 2.8%; uPA generation: 6.5%; KCNH2 3.1 block: 1.6; FLuc modulator: -13.3%

How did O=C(Cc1ccc(S(=O)(=O)N2CCOCC2)s1)NCCOc1ccccc1 do in these assays?
Tb PFK inh: 0.4%; Rab9 promoter act: 0.1%; Giardia kill: -9.6; NPC1 promoter act: 0.7%; ELG1 genotoxic: 3.5%; uPA generation: -5.4%; KCNH2 3.1 block: -5.5; FLuc modulator: 1.8%

What do the screens show for `COC(=O)/C=C1/S/C(=N/NC(=O)c2ccccc2C)NC1=O`?
Tb PFK inh: 4.4%; Gal4-VP16 FLuc: inconclusive; Rab9 promoter act: 2.3%; Giardia kill: -11.3; NPC1 promoter act: 1.1%; ELG1 genotoxic: -1.6%; uPA generation: -4.4%; Coupling enz: -0.2; RORgamma inh: inconclusive; KCNH2 3.1 block: 13.4; FLuc modulator: 5.7%

How did COc1cccc(C(c2nnnn2Cc2ccccc2)N2CCN(C3CCCC3)CC2)c1OC (stereo not given) do in these assays?
Tb PFK inh: -6.8%; Gal4-VP16 FLuc: -5.0%; Rab9 promoter act: -0.1%; Giardia kill: -2.3; NPC1 promoter act: -0.3%; ELG1 genotoxic: -4.6%; uPA generation: -6.9%; Coupling enz: 4.8; RORgamma inh: -23.7%; KCNH2 3.1 block: 12.6; FLuc modulator: 1.3%

How did O=C(C[C@H]1C[C@H](C(=O)N2CCOCC2)[C@@]2(CCC3CCCC3)c3[nH]c4ccc(Cl)cc4c3CCN2C1=O)NCCCn1ccnc1 do in these assays?
Tb PFK inh: -0.1%; Giardia kill: -21.5; ELG1 genotoxic: -6.1%; uPA generation: 12.6µM*; KCNH2 3.1 block: 1.1

What do the screens show for `COc1cc(NC(=O)CN2CCCCC2)c(C)cc1[N+](=O)[O-]`?
Tb PFK inh: -0.3%; Gal4-VP16 FLuc: -15.3%; Rab9 promoter act: 1.6%; Giardia kill: -20.6; NPC1 promoter act: 10.2%; ELG1 genotoxic: 13.2%; uPA generation: 0.7%; Coupling enz: 4.3; RORgamma inh: 22.4%; KCNH2 3.1 block: 6.8; FLuc modulator: 0.0%

How did CC1(C)CC(NC(=O)c2ccccc2Cl)CC(C)(C)N1 do in these assays?
Tb PFK inh: 3.7%; Gal4-VP16 FLuc: -3.9%; Rab9 promoter act: 3.2%; Giardia kill: 4.7; NPC1 promoter act: 1.1%; ELG1 genotoxic: 6.8%; uPA generation: 6.5%; Coupling enz: 0.9; RORgamma inh: -14.7%; KCNH2 3.1 block: 5.2; FLuc modulator: 7.1%

Results for CNC(=S)N1CCN(c2nc(-c3cccc(OC)c3)cs2)CC1 ?
Tb PFK inh: 0.8%; Gal4-VP16 FLuc: 23.9%; Rab9 promoter act: -1.0%; Giardia kill: 12.6; NPC1 promoter act: -2.1%; ELG1 genotoxic: -3.3%; uPA generation: 12.1%; Coupling enz: 0.5; RORgamma inh: -1.5%; KCNH2 3.1 block: -0.2; FLuc modulator: inconclusive

How did CCc1ccccc1NC(=O)CN1CCN(C(=O)CNC(=O)c2ccc(N3CCCC3=O)cc2)CC1 do in these assays?
Tb PFK inh: 0.0%; Rab9 promoter act: -1.3%; Giardia kill: 4.5; NPC1 promoter act: -2.7%; ELG1 genotoxic: 1.8%; uPA generation: 0.6%; KCNH2 3.1 block: -2.4

Results for CCOc1ccc(OCC(=O)Nc2ccccc2N2CCCC2)cc1 ?
Tb PFK inh: 1.0%; Rab9 promoter act: -0.6%; Giardia kill: -12.7; NPC1 promoter act: -6.8%; ELG1 genotoxic: -6.5%; uPA generation: -5.6%; KCNH2 3.1 block: 2.1; FLuc modulator: 2.6%

Results for Cc1cccc2cc(CN(Cc3ccccc3)C(=S)NCCCN(C)C)c(=O)[nH]c12 ?
Tb PFK inh: 2.2%; Gal4-VP16 FLuc: 1.9%; Rab9 promoter act: -0.9%; Giardia kill: 6.1; NPC1 promoter act: -1.3%; ELG1 genotoxic: 1.1%; uPA generation: 0.3%; Coupling enz: 0.7; RORgamma inh: 0.0%; KCNH2 3.1 block: 9.9; FLuc modulator: -1.0%

How did O=C(COc1ccccc1)N1CCN(S(=O)(=O)c2ccc(Cl)cc2)CC1 do in these assays?
Tb PFK inh: 0.0%; Gal4-VP16 FLuc: 8.3%; Rab9 promoter act: -4.4%; Giardia kill: -6.4; NPC1 promoter act: 1.1%; ELG1 genotoxic: -2.9%; Coupling enz: 2.1; RORgamma inh: 7.5%; KCNH2 3.1 block: 6.9; FLuc modulator: 1.0%

How did COC(=O)C1CCN(C(=O)/C=C/c2ccc3c(c2)OCO3)CC1 do in these assays?
Tb PFK inh: -5.5%; Gal4-VP16 FLuc: 4.4%; Rab9 promoter act: 1.26µM*; Giardia kill: 6.8; NPC1 promoter act: 0.794µM*; ELG1 genotoxic: inconclusive; uPA generation: -1.9%; Coupling enz: -0.7; RORgamma inh: -15.8%; KCNH2 3.1 block: -8.7; FLuc modulator: inconclusive

What do the screens show for `CCOc1ccc(C2NC(=S)NC3=C2CCc2ccccc23)cc1` (stereo not given)?
Tb PFK inh: -18.0%; Gal4-VP16 FLuc: 1.1%; Rab9 promoter act: 9.0%; Giardia kill: 34.2[activator]; NPC1 promoter act: 22.6%; ELG1 genotoxic: 3.4%; uPA generation: 3.5%; Coupling enz: 1.7; RORgamma inh: -1.9%; KCNH2 3.1 block: 2.5; FLuc modulator: 21.3µM*

Results for CC1(c2ccc(Cl)cc2)NC(=O)N(CC(=O)NC2CCCCC2)C1=O (stereo not given) ?
Tb PFK inh: 3.1%; Giardia kill: -19.0; ELG1 genotoxic: 0.5%; uPA generation: 1.2%; KCNH2 3.1 block: 13.1

Results for NC(=O)CSc1ccc(-c2ccc(F)cc2)nn1 ?
Tb PFK inh: -3.3%; Gal4-VP16 FLuc: 1.4%; Rab9 promoter act: -2.8%; Giardia kill: 4.0; NPC1 promoter act: -2.0%; ELG1 genotoxic: 4.1%; uPA generation: 3.1%; Coupling enz: 0.9; RORgamma inh: 32.4%; KCNH2 3.1 block: 0.9; FLuc modulator: -7.2%

What do the screens show for `COC(=O)c1ccc(-c2ccc(/C=N/N3C(=O)C4C5C=CC(C6CC56)C4C3=O)o2)cc1` (stereo not given)?
Tb PFK inh: -5.8%; Gal4-VP16 FLuc: -3.2%; Rab9 promoter act: inconclusive; Giardia kill: -3.7; NPC1 promoter act: 30.0%; ELG1 genotoxic: -10.9%; uPA generation: -3.8%; Coupling enz: -3.5; RORgamma inh: 0.7%; KCNH2 3.1 block: -16.3; FLuc modulator: -16.0%

What do the screens show for `CCN(CC(=O)Nc1c(F)cccc1F)C(=O)Cc1ccccc1`?
Tb PFK inh: -0.7%; Gal4-VP16 FLuc: 4.6%; Rab9 promoter act: 9.7%; Giardia kill: 15.3; NPC1 promoter act: -1.6%; ELG1 genotoxic: -0.4%; uPA generation: 9.0%; Coupling enz: 0.9; RORgamma inh: 20.9%; KCNH2 3.1 block: -3.2; FLuc modulator: -2.4%

Results for COc1cccc(/C=C/C(=O)Nc2ccc3[nH]c(=O)[nH]c3c2)c1 ?
Tb PFK inh: 9.2%; Gal4-VP16 FLuc: -1.0%; Rab9 promoter act: 15.4%; Giardia kill: 12.7; NPC1 promoter act: -0.6%; ELG1 genotoxic: -0.5%; uPA generation: -11.2%; Coupling enz: -7.8; RORgamma inh: -24.7%; KCNH2 3.1 block: 6.0; FLuc modulator: 9.53µM*

Results for CC1(C)Cc2ccccc2C(COc2ccccc2)=N1 ?
Tb PFK inh: -6.9%; Gal4-VP16 FLuc: inconclusive; Rab9 promoter act: -0.7%; Giardia kill: 5.7; NPC1 promoter act: -2.1%; ELG1 genotoxic: -1.0%; uPA generation: 2.4%; Coupling enz: -5.2; RORgamma inh: inconclusive; KCNH2 3.1 block: 4.9; FLuc modulator: -0.9%

Results for O=C(NNC(=O)c1ccccc1Br)c1ccc(Cl)cc1 ?
Tb PFK inh: 1.6%; Gal4-VP16 FLuc: 0.3%; Rab9 promoter act: 6.6%; Giardia kill: 3.1; NPC1 promoter act: 11.3%; ELG1 genotoxic: -0.8%; uPA generation: -3.5%; Coupling enz: 0.1; RORgamma inh: 25.9%; KCNH2 3.1 block: -16.0; FLuc modulator: inconclusive

What do the screens show for `CNC(=S)N(Cc1ccc(OC)cc1)Cc1cc2cc(C)ccc2[nH]c1=O`?
Tb PFK inh: -1.7%; Gal4-VP16 FLuc: -2.8%; Rab9 promoter act: -1.9%; Giardia kill: 33.2[activator]; NPC1 promoter act: -6.6%; ELG1 genotoxic: 0.2%; uPA generation: 1.8%; Coupling enz: -7.6; RORgamma inh: 3.8%; KCNH2 3.1 block: 11.8; FLuc modulator: -1.6%

What do the screens show for `Cc1ccc(C(=O)Nc2cccc(C(=O)N/N=C/c3ccc(F)cc3)c2)cc1`?
Tb PFK inh: -0.1%; Gal4-VP16 FLuc: -9.1%; Rab9 promoter act: 1.41µM*; Giardia kill: -11.3; NPC1 promoter act: 2.24µM*; ELG1 genotoxic: 15.1%; uPA generation: -12.0%; Coupling enz: 1.3; RORgamma inh: -20.2%; KCNH2 3.1 block: 4.5; FLuc modulator: 2.39µM*

Source: PubChem
